Screening data from PubChem BioAssay.
Polio RdRp inh = poliovirus RNA polymerase inhibition | P03300 | poliovirus polymerase elongation, fluorescence polarization; active compounds read low | % elongation, % (compound at 16.7 µg/mL) | 150,000 tested, 0.66% active | AID 588519; in the data active means % elongation below about 90%; further: some results filed as inactive read as strong as hits
Target sequence (P03300 1749-2209 limits assumed): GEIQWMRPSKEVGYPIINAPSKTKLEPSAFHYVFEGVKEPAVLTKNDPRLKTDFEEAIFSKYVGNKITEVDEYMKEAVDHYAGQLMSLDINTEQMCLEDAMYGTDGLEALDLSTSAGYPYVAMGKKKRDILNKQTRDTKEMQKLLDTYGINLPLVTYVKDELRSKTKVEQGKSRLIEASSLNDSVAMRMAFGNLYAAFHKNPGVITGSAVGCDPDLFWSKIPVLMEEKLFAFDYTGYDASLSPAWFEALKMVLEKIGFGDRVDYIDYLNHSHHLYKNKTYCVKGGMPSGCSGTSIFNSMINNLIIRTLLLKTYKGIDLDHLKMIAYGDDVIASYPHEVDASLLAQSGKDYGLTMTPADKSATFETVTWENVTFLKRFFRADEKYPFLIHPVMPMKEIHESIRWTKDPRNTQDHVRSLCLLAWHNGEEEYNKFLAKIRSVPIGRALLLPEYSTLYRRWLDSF
Polio RdRp inh FP z-score = further read-out of Polio RdRp inh, marked with its call; z-score; measured here: FP z-score; hits read low
* = called active by the depositor; & = joins results of further samples. These rows are one share of the data. The share of hits here may be higher or lower than overall.

Start of the data: the first 5 entries (preview)
SMILES,Polio RdRp inh,Polio RdRp inh FP z-score
CCOC(=O)c1ccccc1NC(=O)Cn1c(=O)n(CCCC(=O)NCc2ccc3c(c2)OCO3)c(=O)c2ccccc21,108,0.6
CC(C)c1ccc(OCc2nnc(SCC(=O)NC3CCCCC3)o2)cc1,102,0.6
CCn1c(C)c(C)c2cc(C(=O)NCCCN3CCCC3)ccc21,101,0
Cc1ccc(S(=O)(=O)N(CCO)Cc2cc3cc(C)c(C)cc3[nH]c2=O)cc1,102,0.2
O=C(CN1CCc2ccccc2C1)NC1CCCC1,103,0.5

Main list (from the top)
SMILES,Polio RdRp inh,Polio RdRp inh FP z-score
CCOC(=O)c1ccccc1NC(=O)Cn1c(=O)n(CCCC(=O)NCc2ccc3c(c2)OCO3)c(=O)c2ccccc21,108,0.6
CC(C)c1ccc(OCc2nnc(SCC(=O)NC3CCCCC3)o2)cc1,102,0.6
CCn1c(C)c(C)c2cc(C(=O)NCCCN3CCCC3)ccc21,101,0
Cc1ccc(S(=O)(=O)N(CCO)Cc2cc3cc(C)c(C)cc3[nH]c2=O)cc1,102,0.2
O=C(CN1CCc2ccccc2C1)NC1CCCC1,103,0.5
CCCN1CCC(NCc2ccco2)CC1,103,-0.6
Cc1cc(-c2ccccc2)nnc1-c1ccccc1,101,0.1
O=C(Nc1cccc(Cl)c1Cl)NC1CC1,106,1.8
CCOc1ccc(C2C(=O)N(C3CCCCCC3)CC(=O)N2CCc2ccccc2)cc1OC (configuration not stated),108,-0.2
CCOc1ccc(CNC(=O)CCn2cccn2)cc1OC,103,-0.8
CCCc1nn2c(=O)cc(COC(=O)c3ccco3)nc2s1,99,-1.5
O=C(Oc1ccc(F)cc1)N1CCOCC1,102,0.3
CCn1c(CN2CCCCC2)nc2cc(NC(=O)c3ccc([N+](=O)[O-])cc3)ccc21,100,-0.3
CC(C)(C)NC1=CC(=O)OC12CCCCC2,109,0.7
Cn1cc(S(=O)(=O)c2ccccc2)c(=O)c2cc(F)c(N3CCCCCC3)cc21,108,0.2
CC1CCN(S(=O)(=O)c2ccc3nc(NCc4ccccc4)ccc3c2)CC1,103,-0.8
O=c1c2ccccc2nnn1CN1CCCCC1,102,0.2
OCCCn1c(-c2ccccc2)cn2c(-c3ccccc3)c(-c3ccccc3)nc12,101,-0.5
O=C(COC(=O)c1cc(-c2cccs2)nc2ccccc12)c1ccc(F)cc1,110,-0.1
Cc1ccc(NC(=O)NCc2noc3ccccc23)nc1,102,-0.1
CCCn1c(O)c(C=Nc2ccccc2C(=O)NC2CC2)c(=O)[nH]c1=S,106,0.5
O=C(Cn1c(SCCOc2ccccc2Cl)nc2ccccc21)N1CCCCC1,107,-0.2
C[N+]1(C)CCOC(O)(c2ccc(-c3ccc(C4(O)C[N+](C)(C)CCO4)cc3)cc2)C1 (configuration not stated),101,0.2
CC(OC(=O)Cn1cnc2ccccc21)c1ccccc1Cl (configuration not stated),102,0
CCN1/C(=c2/sc3nc4ccccc4n3c2=O)Sc2ccc(OC)cc21,102,0
CCOc1cc(CNC(=O)c2ccc(NC(=O)c3nsc4ccccc34)cc2)ccc1OC,112,1.2
CCS(=O)(=O)c1ccc(C(=O)N2CCN(c3nc4c(OC)ccc(C)c4s3)CC2)cc1,109,0.7
CCC(Sc1nnc2c(n1)[nH]c1ccccc12)C(=O)Nc1nnc(C(C)C)s1 (configuration not stated),105,0.2
COc1ccc(C2=NNC(=S)C3=CNc4ccccc4N32)cc1,139,3.3
OC1(c2cccs2)CN(c2ccccc2)C2=[N+]1CCCS2 (configuration not stated),101,-0.2
COc1ccc2c(c1)cc1n2CCN=C1NCCO,104,0.4
C=CCn1c(=S)[nH]c2ccc(Cl)cc2c1=O,102,-0.1
CCCNCC(=O)Nc1cc(Cl)ccc1Cl,103,0.3
COc1ccccc1CNC(=O)CN1C(=O)CCc2cc(S(=O)(=O)N3CCOCC3)ccc21,117,2.5
Cc1nc2ccccc2nc1CSc1nc2ccccc2o1,103,0.2
C=CCN1C(CC(=O)Nc2cccc(Cl)c2)C(=O)NC2CCCCC21 (configuration not stated),102,-0.6
O=C(NC1CCCCCC1)c1cnc2n(c1=O)CCS2,104,1
CCN(CC)CCCNc1ncnc2c1cnn2-c1ccc(C)cc1,101,0.3
Cc1cc(C)nc(SCC(=O)Nc2c(C)n[nH]c2C)n1,102,0.1
O=C(Nc1ccccc1)C1CCCN(S(=O)(=O)c2ccccc2)C1 (configuration not stated),100,0.1
O=C1C2C3c4ccccc4C(c4ccccc43)C2C(=O)N1O (configuration not stated),100,-0.6
Cc1ccc(N(Cc2cccs2)C(=O)c2ccccc2Cl)cc1,103,-0.3
Cc1ccc(C(=O)N2c3ccccc3CC2C)o1 (configuration not stated),102,1.1
CC(C)C(=O)OCc1cc(=O)n2nc(C3CC3)sc2n1,115,1.8
O=C(Cn1cc(C(=O)c2ccco2)c2ccccc21)NCC1CCCO1 (configuration not stated),104,0.7
Cc1ccc(Cc2nc3ccccc3nc2SCC(=O)N2CCC(C)CC2)cc1,109,0.6
N#Cc1cnc2ccnn2c1N,104,0.6
O=C(CCCO)N=Nc1c(O)[nH]c2ccccc12,104,0.6
COc1ccccc1CNS(=O)(=O)c1cc(-c2cc(C)no2)ccc1C,100,-1.5
COC(=O)Cc1cc(OC(C)=O)n(-c2ccc(F)cc2)n1,105,0
CCC(=O)Nc1ccc(NC(=O)c2ccc(OC)cc2OC)cc1,107,1.9
Cc1ccc(C)n1-c1ccccc1C1C=NNC1=O (configuration not stated),109,0.8
CCCNC(=O)c1c(C)oc2ncn(CC(C)C)c(=O)c12,102,-0.1
Cc1ccc(C(=O)Cc2nc3ncccc3[nH]c2=O)cc1,112,1
COc1ccc(Cl)cc1NC(=O)c1sc(-n2nc(C)c(Cc3ccccc3)c2C)nc1C,102,-0.2
O=C(Cn1nc(-c2ccco2)ccc1=O)NC1CCCCC1,102,0
COC(=O)c1cc(C(=O)c2cc(Br)ccc2O)coc1=N,108,1.1
C=CCn1c(C(C)Oc2ccc(Cl)cc2)n[nH]c1=S (configuration not stated),102,-0.1
CN(CCc1ccccn1)C(=O)Nc1ccccc1,99,-0.8
O=C(N/N=C/c1ccc(OC2CSC2)cc1)c1ccncc1,99,-0.3

(continued)
SMILES,Polio RdRp inh,Polio RdRp inh FP z-score
COCCCNc1nc(NCc2ccccc2OC)c2cnn(C)c2n1,106,0.1
CCC1CN(S(=O)(=O)c2ccc3c(c2)NC(=O)CC(=O)N3)c2cc(Cl)ccc2O1 (configuration not stated),106,0.2
Cc1nn(C)c2c1c(-c1ccccc1)cc(=O)n2CC(=O)Nc1ccccc1C(F)(F)F,109,0.8
CN1CCN(S(=O)(=O)c2ccccc2C(F)(F)F)CC1,89*,-0.9*
Cc1ccccc1Nc1nc(N)nc(-c2cc3ccccc3o2)n1,100,0.1
CCOCc1cnc(C)nc1NCC(=O)c1c(C)[nH]c2cc(C)ccc12,102,0.1
CCCN(CC1CC1)Cn1ncn(-c2ccccc2)c1=S,97,-0.3
CCN(C(=O)CSc1nnc(C)s1)c1ccccc1,102,0.6
CCC1CN(C(=O)N2CCC(C(=O)NCCOC)CC2)c2ccccc2O1 (configuration not stated),109,0.4
COC(=O)c1ccc(NC(=O)CCn2cnnn2)cc1,108,0.6
Cc1ccc(Nc2c(-c3ccc(C)cc3)nc3cnccn23)cc1,108,1
CCC(=O)NCc1ccc2c3c(cccc13)C(=O)N2,101,-0.1
CC1=CC(O)(c2ccccc2)C(N2CCOCC2)N1O (configuration not stated),100,0
Cc1ccccc1NC(=O)CSc1nc(=O)n(CCN2CCOCC2)c2c1CCC2,104,-0.6
CC(=O)N1CCc2cc(Br)cc(S(=O)(=O)CCC(=O)N3CCN(c4cccc(C)c4C)CC3)c21,106,0.5
CCc1cc(=O)n2[nH]c(C(F)(F)F)c(-c3ccccc3)c2n1,98,-0.6
O=C(NCc1ccccc1)c1c(O)nc2ccccn2c1=O,101,0.1
CCN(CC)CCNC(=O)CCn1c(=O)c2cccn2c2cccnc21,107,0
O=c1cc(NCc2ccccc2)c2ccccc2o1,98,-0.6
Cc1nc(CC#N)cs1,97,-1.5
N=c1ccccn1CC(O)COc1ccccc1 (configuration not stated),105,0.6
O=C(Nc1ccccc1)Nc1ccc(Cl)cc1,100,0.1
CCSc1nn(CC(=O)c2ccc(F)cc2)c(=N)s1,107,0.4
CCCCCOC(=O)CSc1ncnc2sc3c(c12)CCC(C)C3 (configuration not stated),107,0.4
Cc1ccc(-c2c(C(=O)O)oc(=O)c3ccccc23)cc1,103,0.4
Cc1ccc(COc2ccc(I)cc2)cc1,105,0
C=C1C(=O)O[C@@H]2[C@H]3O[C@]3(C)CC/C=C(\C)CC[C@@H]12,98&98&101,-1.1&-0.4&0.1
Cc1ccc(C(=O)OCC(=O)Nc2ccc(N3CCOCC3)cc2)cc1,100,-0.3
COc1ccc(CCNC(=O)CSC2=Nc3ccccc3C3=NC(C(C)C)C(=O)N23)cc1OC (configuration not stated),98,-1
CCc1nc2onc(C)c2c(=O)n1CC(=O)O,114,1.6

(listing goes on)
Order of values: Polio RdRp inh	Polio RdRp inh FP z-score
CCc1ccccc1Nc1nc(N)nc(COC(=O)CSCc2c(C)noc2C)n1
 : 101	-0.4
CN1CCOc2cc(S(=O)(=O)NCCc3ccc(Cl)cc3)ccc21
 : 104	0.4
CC(C)C(=O)NNc1ncccc1C(F)(F)F
 : 103	0.3
CCOc1ccc(C(F)(F)F)cc1NC(C)=O
 : 101	-0.1
CC(Oc1ccccc1)C(=O)NN1Cc2ccccc2C1=N (configuration not stated)
 : 96	-0.3
Cc1cc2oc(C(=O)N(Cc3ccco3)Cc3ccccc3Cl)c(C)c2cc1C
 : 105	-0.6
O=C(N/C=C/c1ccsc1)Sc1cc(C(F)(F)F)cc(C(F)(F)F)c1
 : 106	0.3
Cn1c(=O)c2c(nc(SCC(=O)Nc3ccc(F)c(F)c3)n2Cc2ccccc2F)n(C)c1=O
 : 104	0
Cc1ccccc1-n1c(Cn2c(=O)sc3ccccc32)n[nH]c1=S
 : 103	0.4
Cc1ccccc1NC(=O)CN1C(=O)c2ccccc2C1=O
 : 101	-0.1
Cc1ccc(N2C(=O)c3cccc4c(N5CCN(C)CC5)ccc(c34)C2=O)c2cccnc12
 : 70	-7.5
COc1ccccc1C(=O)Nc1ccc(OCc2cc(=O)n3cccc(C)c3n2)cc1
 : 110	1
COc1ccccc1/C=N/OCC(=O)NCc1ccc2c(c1)OCO2
 : 104	0.2
CCOC(=O)C1CCCN(C(=O)C(C)(C)Oc2ccc(Cl)cc2)C1 (configuration not stated)
 : 103	0.4
CCc1nc2cccnc2n1-c1ccc(CC(=O)Nc2ccc(C)cc2)cc1
 : 109	0.3
O=C(CCNS(=O)(=O)c1ccc2nc(-c3ccccc3)[nH]c2c1)N1CCOCC1
 : 101	-0.3
CCc1noc(C)c1C(=O)N1CCCCCCC1
 : 100	-1.2
O=C(CCNC(=O)Nc1ccccc1)Nc1ccc(N2CCOCC2)cc1N1CCOCC1
 : 100	-0.5
CC1CCCCN1C(=O)COc1ccc2oc3ccccc3c2c1 (configuration not stated)
 : 100	-0.1
Nc1c(Cl)nc(-c2ccccc2)nc1Cl
 : 100	-0.2
Cc1ccc(-n2nc3ccc(NC(=O)c4oc5ccccc5c4C)cc3n2)cc1
 : 112	0.8
COc1ccc2oc(=O)c(-c3nc(-c4ccc(Cl)cc4)cs3)cc2c1
 : 102	0
CC1(C)Cc2nc3sc4c(=O)n(CC(=O)c5ccc(Cl)cc5)cnc4c3cc2CO1
 : 105	0.9
CC(=O)Nc1nnc(SC(C)C(=O)Nc2ccc(S(N)(=O)=O)cc2)s1 (configuration not stated)
 : 100	-0.9
O=C1CCC(c2ccccc2)c2cc(Oc3c(F)c(N4CCOCC4)nc(F)c3Cl)ccc21 (configuration not stated)
 : 103	0.3
CCO/C=C1\SC(=S)N(/N=C/c2cccc(Cl)c2)C1=O
 : 140	5.8
NCCc1cccs1
 : 102	0
CCOC(=O)c1sc2ncn(CC(=O)Nc3cccc(C)c3)c(=O)c2c1C
 : 108	0.5
O=C1NN(c2ccccc2)C(=O)/C1=C\c1ccccc1
 : 98	-1.1
O=S(=O)(c1ccc(C2CCCCC2)cc1)N(CCCN1CCOCC1)Cc1cccs1
 : 100	-1.1
Cc1ccc(Cn2c(SCC(=O)NCc3ccccc3)nc3ccsc3c2=O)cc1
 : 105	-0.3
Cc1ccc(NC(=O)c2ccco2)cc1F
 : 101	0
N#Cc1ccsc1NC(=O)COC(=O)CSc1nnc(-c2ccc(F)cc2)n1-c1ccccc1
 : 152	6.7
COc1cc(OC)cc(-c2nc3nc(C)c(CCC(=O)Nc4ccccc4)c(C)n3n2)c1
 : 106	-0.5
CCOC(=O)c1nnn2c1nc(Sc1nnc(-c3ccncc3)n1C)c1ccccc12
 : 105	0.1
O=C(c1cc2ccc3cccnc3c2[nH]1)N1CCN(c2ccc(Cl)cc2)CC1
 : 111	0.5
CCOc1ccc(-c2cc3nc(C4CCN(C(=O)OC(C)(C)C)CC4)c(C(=O)Nc4cccc(CC)c4)cn3n2)cc1
 : 104	-0.1
CCc1nnc2c(Nc3ccc4c(c3)OCCO4)nc3ccccc3n12
 : 99	-0.6
